HKDC1 inhibitor = HKDC1 hexokinase inhibitors, primary screen, biochemical, fluorescence, uHTS; Q2TB90; recombinant HKDC1, G6PDH/diaphorase resazurin coupled fluorescence; inhibition, % at 20 µM; 340,000 tested, 0.16% active; AID 493160, 2011;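 active means inhibition above about 35% when tested at 20 µM, limit read from the data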;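 further: plate controls were DMSO wells with enzyme for no effect and DMSO wells lacking enzyme for full effect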
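System: Recombinant HKDC1 hexokinase | Amount: HKDC1 at 5 µg/mL | Reagent: Glucose with 1 mM ATP | Doses: Single 20 µM dose | Incubation: Reaction time 90 min, room temperature, protected from light | Signal: Coupled resazurin fluorescence, excitation 525 nm, emission 613 nm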
SENP7 block = SENP7 protease inhibitors, primary screen, biochemical, luminescence, uHTS | Sentrin-specific protease 7 (Homo sapiens), Q9BQF6 | recombinant SENP7, Z-RLRGG-aminoluciferin luminescence, 40 min | inhibition, % at 5 µM | 330,000 tested, 1.5% active | AID 434973, 2010;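 active means inhibition above about 50% at the single test dose, limit read from the data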;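 further: plate controls were DMSO with enzyme for no effect and no enzyme buffer wells for full effect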
Target sequence (Q9BQF6 706-1050 limits assumed): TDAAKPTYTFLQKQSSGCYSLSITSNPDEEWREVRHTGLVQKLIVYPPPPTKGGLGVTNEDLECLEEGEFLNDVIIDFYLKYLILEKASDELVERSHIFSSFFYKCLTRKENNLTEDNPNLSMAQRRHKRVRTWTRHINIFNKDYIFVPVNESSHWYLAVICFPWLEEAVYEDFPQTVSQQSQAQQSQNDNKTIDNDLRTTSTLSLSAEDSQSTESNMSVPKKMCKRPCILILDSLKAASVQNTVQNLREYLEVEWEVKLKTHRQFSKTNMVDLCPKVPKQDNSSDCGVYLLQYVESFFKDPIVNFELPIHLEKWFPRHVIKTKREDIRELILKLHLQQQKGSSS
NR3A LBD binder = binders of NR3A ligand-binding domain, primary screen, biophysical, differential scanning fluorimetry, uHTS. Tm shift relative to glycine control, % at 25 µM. Glutamate receptor ionotropic, NMDA 3A (GRIN3A) ligand-binding domain. 340,000 tested, 2.5% active. NR3A LBD differential scanning fluorimetry, Tm shift; 0% = protein alone, 100% = glycine-bound protein;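 active means melting temperature shift of at least 10% of the positive control shift, at one fixed dose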
SENP8 inh = human SENP8 protease inhibitors, primary screen, biochemical, fluorescence, Nedd8 protein substrate, uHTS | AID 602440, 2012 | inhibition, % at 20 µM | recombinant SENP8 | 360,000 tested, 0.64% active | Sentrin-specific protease 8 (Homo sapiens), Q96LD8; in the data active means inhibition mostly above about 40%, no sharp cut-off; inactive means mostly below about 27%
Target sequence (Q96LD8 whole entry, looked up): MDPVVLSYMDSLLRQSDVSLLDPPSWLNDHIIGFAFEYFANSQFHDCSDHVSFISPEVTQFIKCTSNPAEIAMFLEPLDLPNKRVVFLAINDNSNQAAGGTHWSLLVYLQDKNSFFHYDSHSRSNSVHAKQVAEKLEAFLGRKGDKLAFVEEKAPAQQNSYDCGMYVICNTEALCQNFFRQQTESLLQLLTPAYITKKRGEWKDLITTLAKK
SENP6 block = SENP6 protease inhibitors, primary screen, biochemical, luminescence, uHTS | 330,000 tested, 1.8% active | Recombinant SENP6 catalytic domain, aminoluciferin luminescence | inhibition, % at 10 µM | AID 2599, 2010 | Sentrin-specific protease 6 (Homo sapiens), Q9GZR1;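 active means inhibition above about 50% at the single tested dose, limit read from the data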;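 further: plate controls were DMSO wells with enzyme for no effect and DMSO wells lacking enzyme for full effect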
Target sequence (Q9GZR1 628-1112 limits assumed): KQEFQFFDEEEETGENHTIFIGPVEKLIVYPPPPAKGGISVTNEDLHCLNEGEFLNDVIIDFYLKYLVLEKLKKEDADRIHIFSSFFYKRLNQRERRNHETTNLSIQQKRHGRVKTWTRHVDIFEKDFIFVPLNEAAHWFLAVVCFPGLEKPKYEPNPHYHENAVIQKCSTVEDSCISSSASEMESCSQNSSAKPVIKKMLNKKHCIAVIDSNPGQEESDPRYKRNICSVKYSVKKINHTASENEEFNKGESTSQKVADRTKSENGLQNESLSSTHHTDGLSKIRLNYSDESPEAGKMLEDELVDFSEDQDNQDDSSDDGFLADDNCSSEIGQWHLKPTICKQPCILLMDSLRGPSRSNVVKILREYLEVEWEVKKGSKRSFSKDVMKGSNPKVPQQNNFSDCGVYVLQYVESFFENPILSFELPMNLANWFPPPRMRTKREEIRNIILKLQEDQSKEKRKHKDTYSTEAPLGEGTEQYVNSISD
MPTP block = mitochondrial permeability transition pore inhibitors, primary screen, biochemical, isolated mouse mitochondria, absorbance; Ca2+ swelling absorbance, 30 min; inhibition, % at 10 µM; 360,000 tested, 1.4% active; AID 602449, 2012;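 active means inhibition of 50% or more, scaled per plate between neutral and stimulator controls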;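 further: 0% = DMSO wells given calcium and 100% = 1 mM EGTA wells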
PfGluPho inh = PfG6PD enzyme inhibitors, primary screen, biochemical, fluorescence intensity, uHTS; glucose-6-phosphate dehydrogenase-6-phosphogluconolactonase (Plasmodium falciparum 3D7); PfGluPho enzyme, NADPH resazurin-diaphorase fluorescence; inhibition, % at 20 µM; 350,000 tested, 0.78% active; AID 504690, 2011;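 active means inhibition reaching at least a set limit at 20 µM in the primary screen, cut at about 59% in these data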;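 further: 0% = DMSO wells with substrate and 100% = DMSO wells lacking glucose-6-phosphate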
ATG4B inhibitor = ATG4B protease inhibitors, primary screen, biochemical, fluorescence, uHTS; AID 504462, 2011; inhibition, % at 8.33 µM; Cysteine protease ATG4B (Homo sapiens), Q9Y4P1; ATG4B cleavage of LC3-PLA2, NBD-HPC fluorescence, 1 h; 340,000 tested, 0.51% active; in the data active means inhibition above about 40%
* marks the source's active call; other numbers are inactive results; · = not tested or not shown.

SMILES | HKDC1 inhibitor | SENP7 block | NR3A LBD binder | SENP8 inh | SENP6 block | MPTP block | PfGluPho inh | ATG4B inhibitor
CCOc1nc(NCCN2CCOCC2)nc(Nc2ccc(C)cc2)n1 | -2.0 | 4.1 | 0.2 | 6.6 | 5.6 | -2.0 | -0.1 | -11.7
COc1ccc(-c2ccc(CCC(=O)O)n2CC(C)C)cc1 | -5.7 | -12.5 | -1.3 | -295.3 | -6.6 | -0.3 | -18.5 | -0.8
CC(C)(C)OC(=O)N1CCN(CCNC(=O)c2ccccc2)CC1 | -2.2 | 2.6 | 0.0 | 15.8 | 2.8 | 0.7 | -10.8 | -2.2
CCN(CCCNC(=O)c1c(C)cc(=O)oc1C)c1cccc(C)c1 | -6.9 | -4.5 | 5.7 | 16.5 | 18.2 | -2.2 | 8.8 | 11.0
Cc1ccc(S(=O)(=O)NCc2cn3ccsc3n2)c(C)c1 | 2.6 | 4.4 | 0.1 | 32.6 | 4.7 | -6.4 | 7.2 | 3.5
CC(C)n1ncc2c(C(=O)Nc3cccc(C#N)c3)cc(C3CC3)nc21 | -0.2 | -11.5 | 1.2 | -47.5 | 5.2 | 73.1* | 28.9 | 0.0
Cc1cc(C(=O)CSc2nnc(NCc3ccccc3)s2)c(C)n1C | 1.4 | 6.2 | 0.5 | 13.7 | 14.0 | -2.4 | -1.1 | 2.7
O=C(Nc1cccc(S(=O)(=O)Nc2ccc(Cl)cc2)c1)c1cc2c(s1)CCCC2 | -0.6 | -11.2 | 32.2* | 6.3 | -6.8 | 97.3* | -4.0 | 7.8
COC(=O)c1c(C)[nH]c(C(=O)C(C)OC(=O)c2cnc(C)cn2)c1C (centres undefined) | 2.2 | -1.6 | 0.4 | 4.0 | -15.7 | -1.9 | -3.4 | -11.3
Cc1ccc(C(=O)Nn2cnnc2)cc1[N+](=O)[O-] | -9.3 | 8.0 | -11.0 | 12.6 | -15.8 | -1.0 | -6.4 | -2.4
CCn1c(=O)c(=O)[nH]c2cc(C(=O)N3CCN(c4ccccc4F)CC3)ccc21 | -2.6 | 1.4 | -2.2 | -31.8 | -7.9 | -2.4 | -2.2 | -12.8
CC(C)Cc1nnc(NC(=O)CN2C(=O)c3ccccc3C2=O)s1 | -2.1 | -1.2 | 1.3 | -4.1 | -8.0 | -1.7 | 15.2 | -0.1
CCOc1ccc(N(CC(=O)Nc2cc(OC)cc(OC)c2)S(=O)(=O)c2c(C)[nH]c(=O)[nH]c2=O)cc1 | 0.7 | 10.8 | -13.0 | -3.2 | -7.6 | -1.4 | -9.0 | -4.5
COC(=O)c1ccc(OC(C)C(=O)c2ccc(C)cc2)cc1 (centres undefined) | -2.9 | 1.7 | -1.7 | 2.9 | 7.6 | 1.4 | 7.8 | 1.4
COc1ccc2oc(C(=O)N(C)Cc3ccc(OC(F)F)cc3)c(C)c2c1 | -1.4 | -4.3 | 12.6* | -15.9 | -5.2 | 0.0 | 0.5 | 4.5
OC(CN1CCOCC1)(c1ccccc1)c1ccccn1 (centres undefined) | -2.2 | -11.4 | -0.5 | 10.2 | -14.3 | 0.6 | -4.2 | -2.5
COc1ccc(C2=NOC(C(=O)Nc3ccc4c(c3)OCCO4)C2)cc1OC (centres undefined) | -3.4 | 3.7 | -1.8 | 9.5 | 22.3 | 0.1 | 5.2 | -8.4
O=C(CN1C(=O)CSC1=O)Nc1ccc2c(c1)OCCO2 | 0.2 | 4.9 | -1.4 | 21.8 | 2.1 | -1.1 | -14.6 | -2.7
Cc1ccc(S(=O)(=O)N2CC(=O)Nc3ccccc32)cc1 | 1.8 | -11.7 | 0.3 | 9.5 | -55.7 | 0.1 | 11.9 | -4.0
O=S(=O)(N/N=C1\CC(c2ccccc2)Oc2ccccc21)c1ccccc1 (centres undefined) | 5.1 | 5.6 | -6.8 | 3.7 | 10.1 | 3.3 | -13.4 | -1.2
Cc1ccccc1N1CC(=O)N(c2ccccc2C)CC1=O | -4.3 | 2.2 | 1.2 | 25.8 | 1.0 | -1.5 | -15.3 | -3.1
Nc1n[nH]c(N)c1N=Nc1ccc2c(c1)OCO2 | -8.2 | 4.8 | -1.9 | 33.8 | -4.9 | -4.8 | 6.8 | -10.8
O=C(NCc1cccnc1)C1CC(=O)N(C2CCCCC2)C1 (centres undefined) | 2.5 | 9.9 | 0.9 | 2.4 | -7.9 | 0.9 | -11.7 | 2.9
O=C(O)CSCC(=O)NCc1c(Cl)cccc1Oc1ccccc1 | 2.4 | -11.3 | -1.8 | 2.7 | -9.7 | 0.0 | -6.4 | 4.8
O=C(CSc1nc2ccccc2[nH]1)NCc1ccccc1 | -2.9 | 4.7 | 0.0 | 4.2 | 8.9 | -0.4 | 3.6 | -4.1
Cc1cc(C[n+]2ncsc2N)c2ncccc2c1 | -5.8 | 0.7 | 0.6 | 5.9 | 7.9 | 2.1 | 12.3 | -7.8
CCc1ccc(NC(=O)CSc2nnc(-c3n[nH]c4ccccc34)n2-c2ccccc2)cc1 | -6.9 | 4.9 | 22.8* | 12.0 | 15.9 | 1.8 | -8.8 | 0.2
CCN1c2ccccc2-c2nc3ccccc3n2C1c1cccs1 (centres undefined) | -6.6 | -4.2 | -11.4 | -378.4 | -5.6 | -2.1 | 15.7 | -1.0
CC(=O)Nc1sc2c(c1CN1CCN(c3ccccn3)CC1)CCCC2 | 11.4 | 11.0 | -1.0 | -3.6 | 2.8 | -0.3 | -7.7 | 10.4
CCC(CC)=C(C#N)C(=O)NC1CCCCC1 | -20.5 | 2.7 | -0.6 | 7.4 | 6.5 | 0.1 | 2.9 | -11.6
CC(c1ccccc1)N1CCn2c(nc3cc(NC(=O)NC4CCCCC4)ccc32)C1 (centres undefined) | -1.9 | · | -0.2 | -282.4 | · | -0.4 | -3.4 | 32.1
COc1cccc(CN(CC2CCCO2)S(=O)(=O)c2ccc(S(=O)(=O)N(C)C)cc2)c1 (centres undefined) | -10.3 | 4.5 | 0.1 | 4.9 | 10.0 | -2.1 | -11.7 | -17.7
COc1cccc(CC(=O)OCC(=O)N2CCN(c3ccc(F)cc3)CC2)c1 | 0.0 | 12.4 | 0.8 | 0.0 | -9.3 | -0.1 | -5.0 | 0.3
CC(=O)N(c1ccccc1)c1nc(/C=C/C(=O)Nc2c(C)cc(C)cc2C)cs1 | -3.3 | -8.7 | -3.1 | 3.5 | -18.7 | -0.4 | -9.3 | -8.2
CN(C)c1ccc(C(=O)c2ccccc2)cc1 | 0.8 | 10.3 | -0.1 | -28.0 | 20.7 | 0.4 | -6.0 | 2.2
C[C@H](CO)N1C[C@H](C)[C@@H](CN(C)C(=O)Nc2ccc(C(F)(F)F)cc2)Oc2ccc(NC(=O)CCC(F)(F)F)cc2C1=O | -6.2 | -5.5 | -1.5 | 13.7 | -13.7 | -2.1 | 18.3 | -17.9
CSc1ccc(CSCC(=O)N2CCN(S(=O)(=O)c3ccc(C)cc3C)CC2)cc1 | 4.7 | -4.1 | 0.4 | 4.6 | 15.1 | -1.0 | -0.1 | -13.0
CCC(C)[C@H](NC(=O)N1CCCCC1)C(=O)OC (some centres undefined) | -6.3 | 0.3 | 1.1 | 1.1 | -43.4 | 0.6 | 9.5 | 2.2
COc1ccc2[nH]c(=O)c(CN(Cc3nnnn3Cc3ccccc3)CC3CCCO3)cc2c1 (centres undefined) | -4.0 | -15.0 | 1.1 | -240.0 | -3.6 | -0.1 | -4.8 | 9.9
CCC(C(=O)NCCCc1ccccc1)c1ccccc1 (centres undefined) | -5.7 | 1.1 | -4.9 | 25.2 | 9.2 | 23.2 | -18.0 | 11.1
CN(C)CCNS(=O)(=O)c1ccc(N2CCc3ccccc32)c([N+](=O)[O-])c1 | 4.9 | 2.2 | -0.2 | 16.4 | -15.1 | 88.0* | -12.6 | -1.7
Cc1ccc(N=Nc2c(O)ccc3n[nH]nc23)cc1 | 10.7 | · | 13.3* | 24.2 | · | 3.9 | 7.2 | 3.4
CCOc1ccc(-n2c(=O)[nH]cc(C(=O)N3CCc4ccccc43)c2=O)cc1 | -4.4 | -2.6 | -1.1 | 17.5 | -22.6 | -0.1 | -20.2 | 4.7
Cc1c(NC(=O)COC(=O)c2cccn2C)c(=O)n(-c2ccccc2)n1C | -3.5 | -2.3 | 3.3 | 11.8 | -2.3 | -2.1 | -0.1 | -2.2
CC(NC(=O)C1CCN(S(=O)(=O)c2cc([N+](=O)[O-])ccc2Cl)CC1)c1ccccc1 (centres undefined) | -7.7 | -6.4 | 3.3 | 12.3 | 4.0 | 3.8 | -3.6 | 5.4
CC(C)c1ccc2c(c1)C(c1ccc(N3CCOCC3)cc1)=NNC(c1cccs1)=N2 | 4.0 | 0.1 | -3.5 | -143.6 | 0.8 | 1.7 | 13.1 | 69.7*
S=C(Nc1ccccn1)NC1CCCCC1 | 1.4 | 8.1 | 0.5 | 25.6 | -7.5 | -0.7 | 21.4 | 1.9
COc1ccccc1N1CCN(c2cc(=O)n(-c3ccccc3Cl)c(=O)[nH]2)CC1 | -7.1 | 4.3 | 1.7 | 7.8 | -13.8 | 7.0 | 11.8 | -3.9
O=C(NCc1ccc2c(c1)OCO2)c1nc(Cn2ccc([N+](=O)[O-])n2)no1 | -0.5 | 1.4 | -1.9 | 2.1 | -11.1 | -1.0 | -8.0 | 2.9
c1ccc2c(c1)OCC(CNCC1COc3ccccc3O1)O2 (centres undefined) | -4.6 | -1.1 | -1.2 | -0.4 | -9.1 | 0.1 | 2.6 | 0.9

More records.
SMILES | HKDC1 inhibitor | SENP7 block | NR3A LBD binder | SENP8 inh | SENP6 block | MPTP block | PfGluPho inh | ATG4B inhibitor
CCC(=O)Nc1ccc(NC(=O)c2ccco2)cc1 | 5.9 | 1.3 | -20.6 | 9.1 | -2.7 | -1.4 | -8.7 | 6.2
O=c1c2c3c(sc2ncn1/N=C/c1ccco1)CCCC3 | 6.0 | 11.0 | -5.0 | 9.6 | -23.1 | -1.1 | 18.2 | -0.2
Cc1ccc(OCc2cc(C(=O)NC3CCc4ccccc43)no2)cn1 (centres undefined) | -4.8 | 2.0 | 0.8 | -3.2 | -3.5 | -0.8 | 1.8 | -8.9
C=CCn1c2c(c(=O)[nH]c1=S)CN(C(C)c1ccccc1)CN2 (centres undefined) | -1.4 | -7.0 | -0.2 | -23.0 | -22.4 | 0.1 | -3.0 | 3.5
c1ccc(-c2oc3ncnc(NCCCn4ccnc4)c3c2-c2ccccc2)cc1 | -3.4 | -22.0 | -4.6 | -296.3 | -20.7 | 0.3 | 5.3 | -26.5

Single records, from the list above:
`Cc1ccc(OCc2cc(C(=O)NC3CCc4ccccc43)no2)cn1` (centres undefined) is listed with HKDC1 inhibitor: -4.8; SENP7 block: 2.0; NR3A LBD binder: 0.8; SENP8 inh: -3.2; SENP6 block: -3.5; MPTP block: -0.8; PfGluPho inh: 1.8; ATG4B inhibitor: -8.9
`c1ccc(-c2oc3ncnc(NCCCn4ccnc4)c3c2-c2ccccc2)cc1` is listed with HKDC1 inhibitor: -3.4; SENP7 block: -22.0; NR3A LBD binder: -4.6; SENP8 inh: -296.3; SENP6 block: -20.7; MPTP block: 0.3; PfGluPho inh: 5.3; ATG4B inhibitor: -26.5

High-throughput results from PubChem BioAssay.
